IL-2 act = activates IL-2 in a cell-based reporter assay. IL-2 activation reporter assay, cell-based qHTS; stimulated with anti-CD3/CD4/CD28 beads; in transgenic mouse T cells. activation, % (series mostly up to about 46 µM). actives 0.065% (n = 360,000); in the data active = activation above about 50%; inconclusive = mostly about 30% to 49%; note: 0% is about no effect
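First, unstimulated transgenic mouse T cells were exposed to compound for 60 min. Next, anti-CD3/anti-CD4-coated beads with anti-CD28 were added. Finally, after 18 h at 37 degrees C, EGFP and DsRed were imaged.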
A549 tox = A549 cytotoxicity, counter-screen for Nrf2 inhibitors; A549 ARE-Fluc cells, CellTiter-Fluor viability, 18-24 h; Potency, µM (top dose mostly 46 µM), without a hit: top-dose activity change, negative = cytotoxicity, actives largely listed as inhibitors; actives 0.16% (n = 390,000); AID 504648; note: potency is the fitted concentration of half-maximal effect; % is set by controls: 0 for no effect and ±100 for the full control effect
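A549 ARE-Fluc cells in 5% FBS OPTI-MEM, 5000 cells/well, rested 2 h then exposed to compounds in concentration-response for 18-24 h at 37 °C. Viability by CellTiter-Fluor fluorescence (Ex 405/Em 525) after 30 min; luciferase luminescence (BugLite, 15 min, RT) read afterwards.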
TGFb inhibitor = blocks TGF-b signaling; Potency, µM (top dose mostly 46.1 µM), for inactives: top-dose activity, negative = inhibition, usual class: inhibitors; HepG2 CAGA-GFP TGF-b/SMAD3 reporter, GFP fluorescence, 18 h; TGF-beta stimulated, 500 pg/mL final; actives 1.2% (n = 410,000); note: potency is the fitted concentration of half-maximal effect; % is set by controls: 0 for no effect and ±100 for the full control effect; nearly all actives have a fitted effect of over 65% in size
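GFP signal (ex488/em500-530) from TGF-beta-stimulated HEPG2 CAGA-GFP cells, 500 pg/mL final, 18 h at 37 degrees C in DMEM plus 1% FBS, normalized to unstimulated and DMSO-stimulated controls.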
Nrf2 block = inhibitors of Nrf2 signaling; A549 ARE-Fluc reporter, luciferase luminescence, 18-24 h; Potency, µM (titrated, usually from 46 µM), without a hit: at the top dose activity change, negative = inhibition, most hits filed as inhibitors; actives 2.1% (n = 360,000); note: potency is the fitted concentration of half-maximal effect; % is set by controls: 0 for no effect and ±100 for the full control effect; nearly all actives have a fitted effect of over 60% in size
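A549 ARE_Fluc cells, 5000/well, 5% FBS OPTI-MEM; compounds in dose-response, 18-24 h at 37 °C/5% CO2; CellTiter-Fluor viability read (Ex 405/Em 525), then BugLite luciferase luminescence = Nrf2 activity.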
Nrf2 ARE act = Nrf2 pathway activation. AREc32 ARE-luciferase reporter (MCF7-derived line), luminescence, 24 h. actives 0.31% (n = 410,000). Potency, µM (titrated, usually from 46.1 µM), for inactives: at the highest dose activation, hits mostly activators. AID 624171; note: potency is the fitted concentration of half-maximal effect; % of control where 0% means no effect; nearly all actives have a fitted effect of over 65% in size
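AREc32 cells carrying an ARE-driven firefly luciferase reporter were seeded at 1000 cells/well in OPTI-MEM with 5% FBS, then exposed to compound for 24 hr at 37 deg C. Luminescence was read with Steady-Glo after 30 min at RT.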
HepG2 tox = HepG2 cytotoxicity, counter-screen for TGF-b inhibitors. Potency, µM (series often up to 46.1 µM), inactives show top-dose activity change, negative = cytotoxicity, actives largely listed as cytotoxic. actives 0.76% (n = 410,000). HepG2 CAGA-GFP viability, ATP luminescence, 18 h; note: potency is the fitted concentration of half-maximal effect; some results filed as inactive show a strong effect at the top dose
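HepG2 CAGA-GFP cells (1000/well, DMEM with 1% FBS) received compound, then TGF-beta at 500 pg/mL final, and were incubated 18 hours at 37 degrees C. Viability was read by CellTiter-Glo luminescence. Media-only wells were set as complete cell-killing and DMSO as no toxicity.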
ATXN viability = viability counter-screen for ATXN expression inhibitors; S2 cells (HEK-293 line with an ATXN2-luciferase reporter) viability, CellTiter-Fluor protease fluorescence, 24 h; Potency, µM (series often up to 56.7 µM), actives largely listed as cytotoxic; actives 0.49% (n = 400,000); AID 651635; note: potency is the fitted concentration of half-maximal effect; nearly all actives have a fitted effect of over 40% in size
ATXN2 expr inh = reduces ATXN2 reporter expression in HEK-293 cells. Potency, µM (doses to about 57 µM), inactives show at the highest dose activity change, negative = inhibition, usual class: inhibitors. actives 0.72% (n = 360,000). HEK-293 ATXN2-luciferase reporter, luminescence, 24 h; note: potency is the fitted concentration of half-maximal effect; % is set by controls: 0 for no effect and ±100 for the full control effect; nearly all actives have a fitted effect of over 55% in size
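qHTS (up to 57 uM final) was run with 24 h compound exposure of reporter cells at 37 °C. Each well was multiplexed: SteadyGlo luminescence measured ATXN2-luciferase expression after a fluorogenic Gly-Phe-AFC viability readout (25 uM final).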
EPAC2 agonist = agonists of human EPAC2 (RAPGEF4); Q8WZA2; EPAC2 activation, biochemical qHTS; response scale: 100% = 6.5 mM cAMP response; Potency, µM (doses to about 154 µM), inactives show top-dose activation, actives largely listed as activators; actives 0.079% (n = 360,000); AID 720711; note: potency is the fitted concentration of half-maximal effect; nearly all actives have a fitted effect of over 50% in size
Target sequence (Q8WZA2 whole entry, looked up): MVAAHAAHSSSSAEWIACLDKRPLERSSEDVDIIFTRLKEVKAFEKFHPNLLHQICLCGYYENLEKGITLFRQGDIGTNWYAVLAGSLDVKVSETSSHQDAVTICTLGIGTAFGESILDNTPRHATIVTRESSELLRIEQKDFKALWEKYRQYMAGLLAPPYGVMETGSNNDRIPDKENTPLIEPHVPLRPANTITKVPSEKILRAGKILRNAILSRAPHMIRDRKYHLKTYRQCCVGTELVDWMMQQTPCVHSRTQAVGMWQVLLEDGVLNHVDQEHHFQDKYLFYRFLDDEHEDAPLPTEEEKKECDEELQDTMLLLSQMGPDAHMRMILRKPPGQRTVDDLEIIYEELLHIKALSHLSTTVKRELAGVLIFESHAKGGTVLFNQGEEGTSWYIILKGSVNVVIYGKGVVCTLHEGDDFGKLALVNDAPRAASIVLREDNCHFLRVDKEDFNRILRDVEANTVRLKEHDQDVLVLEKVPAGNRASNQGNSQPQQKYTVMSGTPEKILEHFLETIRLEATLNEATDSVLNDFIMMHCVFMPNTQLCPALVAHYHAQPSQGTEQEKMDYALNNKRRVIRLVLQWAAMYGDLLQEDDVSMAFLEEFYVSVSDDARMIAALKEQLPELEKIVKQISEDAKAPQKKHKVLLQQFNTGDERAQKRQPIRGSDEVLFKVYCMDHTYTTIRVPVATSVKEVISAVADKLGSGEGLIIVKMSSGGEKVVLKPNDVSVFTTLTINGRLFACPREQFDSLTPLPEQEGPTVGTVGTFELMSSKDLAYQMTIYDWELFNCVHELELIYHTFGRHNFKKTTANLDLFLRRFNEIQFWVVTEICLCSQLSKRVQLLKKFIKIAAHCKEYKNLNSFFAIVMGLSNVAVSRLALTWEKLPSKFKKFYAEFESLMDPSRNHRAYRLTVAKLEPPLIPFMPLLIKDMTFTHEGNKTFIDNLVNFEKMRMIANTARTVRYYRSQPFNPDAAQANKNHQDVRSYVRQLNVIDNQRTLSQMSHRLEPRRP
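Fluorescence exchange assay: 100 nM EPAC2 with 250 nM RAP1B-BODIPY-GDP and 50 uM GDP; compounds tested as a concentration-titration series (qHTS). Loss of Rap1-bound BODIPY-GDP fluorescence read at 480/540 nm; data normalized to 6.5 mM cAMP.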
An asterisk follows results filed as active; i = inactive; u = inconclusive; x = not tested or not shown; & = joins results of further samples; [ ] = another dose, or the depositor's remark. Unless noted, calls come from the whole dose curve; as a rule, active = well fitted curve in the direction sought with a large enough effect; inconclusive = small, poorly fitted or top-dose-only effect, or another doubt; inactive = no such curve, though single readings can be large; an effect the other way counts as inactive or inconclusive. Not all compounds are listed, so the mix of outcomes need not match the whole.

SMILES	IL-2 act	A549 tox	TGFb inhibitor	Nrf2 block	Nrf2 ARE act	HepG2 tox	ATXN viability	ATXN2 expr inh	EPAC2 agonist
c1ccc(Cc2nn3c(Cn4cnc5ccccc54)nnc3s2)cc1	0.5	-2%[1.84 µM]	-28%	23µM*	0.3%	-37%	i	-3%	11%
CC1CCN(CC#CCOc2ccc(Cl)cc2)CC1	-0.1	-3%	u	28%	-0.4%	-31%	i	-17%	5%
COc1ccc(CCNCc2ccccc2F)cc1	3.9	1%	-24%	-2%	-0.5%	-1%	i	22%	-6%
O=c1oc2ccccc2c(O)c1C(c1ccccn1)c1c(O)c2ccccc2oc1=O	0.9	-10%	34%	-8%	-1.0%	0%	i	x	7%
C[C@H]1C[C@@H](C)C(=O)[C@@H]([C@H](O)CC2CC(=O)NC(=O)C2)C1	-0.3	u	0.71µM*	0.41µM*	-2.1%	-21%	i	1.1µM*	5%
CCCCc1ccc(NC2=NCCCS2)cc1	-1.4	0%	u	5%	3.6%	-28%	u	-15%	5%
CC(=O)C1(c2ccccc2)CCN(C(=O)C2CCC(=O)N(CCc3cccc(F)c3)C2)CC1 (stereo not given)	0.9	-1%	-12%	20%	0.5%	2%	i	5%	2%
CCC(C)C1(CC)C(=O)NC(=O)N=C1N (stereo not given)	0.1	3%	-10%	3%	-0.7%	5%	i	5%	3%
CC[N+](C)(CC)CCCOC(=O)C(O)(c1ccccc1)C1CCCCC1 (stereo not given)	0.1	-1%	-4%	x	-0.5%	11%	i	-24%	-1%
Cc1nc2cc(-c3ccc(Cl)cc3)nn2c(C)c1CCC(=O)N1CCC2(CC1)OCCO2	-0.1	-4%	-4%	u	-1.4%	5%	i	u	-7%
Cc1ccc(C2=NC(C)(C)N3C2C3c2ccc([N+](=O)[O-])cc2)cc1 (stereo not given)	0.2	12%	-16%	1%	-0.5%	-5%	i	-7%	-1%
CN1CC(C(=O)c2ccc(Cl)cc2)C(c2ccc(N(C)C)cc2)C1 (stereo not given)	0.6	1%	-16%	11%	0.1%	-35%	i	x	1%
Nc1ccc(Oc2cccc(Oc3ccc(N)cc3)c2)cc1	-1.7	1%	-18%	u	-2.7%	-22%	i	1.8µM*	18%
NCCc1ccc(S(N)(=O)=O)cc1	-0.2	-1%	0%	2%	0.6%	-1%	i	-4%	8%
CCOc1cc(CNCCc2c[nH]c3ccccc23)cc(Cl)c1OC	15	u	16µM*	u	-0.5%	-94%	u	u	5%

Some of the entries so far, field by field.
CC(=O)C1(c2ccccc2)CCN(C(=O)C2CCC(=O)N(CCc3cccc(F)c3)C2)CC1 (stereo not given)
  IL-2 act = 0.9	A549 tox = -1%	TGFb inhibitor = -12%	Nrf2 block = 20%	Nrf2 ARE act = 0.5%	HepG2 tox = 2%	ATXN viability = i	ATXN2 expr inh = 5%	EPAC2 agonist = 2%
CCC(C)C1(CC)C(=O)NC(=O)N=C1N (stereo not given)
  IL-2 act = 0.1	A549 tox = 3%	TGFb inhibitor = -10%	Nrf2 block = 3%	Nrf2 ARE act = -0.7%	HepG2 tox = 5%	ATXN viability = i	ATXN2 expr inh = 5%	EPAC2 agonist = 3%

(further entries)
SMILES	IL-2 act	A549 tox	TGFb inhibitor	Nrf2 block	Nrf2 ARE act	HepG2 tox	ATXN viability	ATXN2 expr inh	EPAC2 agonist
O=C1C2CCCN2C(c2cccnc2)N1c1ccc(Cl)c(Cl)c1 (stereo not given)	-1.5	17%	21%	-37%	2.2%	-8%	i	-6%	4%
O=C(c1cccc(C(F)(F)F)c1)C1CCCN(Cc2ccccc2O)C1 (stereo not given)	0.5	1%	-1%	-4%	0.3%	0%	i	-24%	9%
CCNCC1(c2ccc(OC)c(OC)c2)CCCC1	-1.2	14%	9%	x	2.1%	-4%	i	-7%	-6%
Cn1cc(C(=O)OCC(=O)N2CCCCC2)c2ccccc21	0.2	11%	15%	14%	3.0%	-2%	i	10%	8%
CC(C)c1cccc(C(C)C)c1OC(=O)NC(=O)c1c(F)cccc1F	-4.9	u	-4%	-4%	-0.7%	-21%	i	-7%	3%
O=C(OC1CCN(CCCl)CC1)C(c1ccccc1)c1ccccc1	-0.6	-6%	1%	u	-0.5%	-13%	i	-2%	10%
O=C(Nc1sc2c(c1C(=O)Nc1ccc(Cl)cc1)CCCC2)c1cccs1	x	-1%	-13%	u	-0.9%	2%	i	7%	x
Cn1cccc1C(=O)OCC(=O)NCc1cccs1	0.1	12%	4%	u	2.7%	-1%	i	26%	7%
O=C(Cc1ccccc1)N1CCN(CC2CC=CCC2)CC1 (stereo not given)	-0.6	-2%	0%	-3%	0.2%	-45%	i	2%	5%
CNC(=O)Oc1ccccc1C1CCCCC1	-0.6	2%	-7%	3%	0.0%	-18%	i	3%	11%
CC1OC(NCCc2ccccc2)C(O)C(O)C1O (stereo not given)	-1.4	13%	-1%	6%	0.1%	2%	i	-5%	-7%
Cc1c(C(=O)C(=O)N2CCOCC2)c2ccccc2n1Cc1ccccc1	-4.1	1%	u	3%	-0.2%	-22%	i	-16%	4%
CCCCCn1c(=O)c(C(=O)Nc2cccc(C)c2)c(O)c2ccccc21	0.4	7%	7%	0%	-0.1%	0%	i	x	-1%
O=C1NC(=O)C(CCc2ccncc2)(Cc2cccc(Cl)c2Cl)C(=O)N1c1ccc(Br)cc1 (stereo not given)	-0.2	u	-10%	-7%	-0.1%	-3%	u	-6%	4%
COc1cccc(-n2c(/C=C/c3cccc(C)c3)nc3ccccc3c2=O)c1	x	-1%	-7%	-2%	0.6%	6%	i	8%	x
Cc1ccc(OCC(=O)Nc2ccc(Cl)cc2C(=O)c2ccccc2)cc1	0.8	4%&2%	16%&-21%	1%&9%	-0.1%	-1%&0%	i	0%	-7%
CCCCCn1c(=O)c(C(=O)Nc2ccccc2C)c(O)c2ccccc21	-2.4	5%	2%	u	4.7%	-4%	i	42%[activator]	-3%
CCn1c(O)c(C=NCc2ccccc2)c(=O)[nH]c1=S	-0.6	1%	15%	u	1.6%	8%	i	-23%[11.3 µM]	3%
CC1(CCCc2ccc(N(CCCl)CCCl)cc2)NC(=O)NC1=O (stereo not given)	0.3	x	u	x	-0.7%	0%	i	x	3%
CN1CCC(O)(c2ccccc2)C2CCCC21 (stereo not given)	0.3	-7%	15%	1%	-0.9%	-15%	i	-3%	-1%
COc1ccc(CNC(=O)/C=C/c2ccc3[nH]cc(CCN(C)C)c3c2)cc1	0.9	-5%	3%&-4%	9%	0.4%	-7%&-7%	i	10%	0%
COCCCNC(=O)c1c(NC(=O)c2ccco2)n(Cc2ccccc2)c2nc3ccccc3nc12	-0.5	3%	-29%	2%	16µM*	-28%	i	-23%	5%
CCOP(=O)(OCC)OCC	1.3	2%	2%	5%	0.4%	3%	i	5%	14%
CCc1ccc(NC(=S)NC2CC3CCC(C2)N3Cc2ccco2)cc1 (stereo not given)	-1.7	u	-27%	-10%	-0.3%	-25%	i	-10%	7%
CC12CN3CCN(CC(C3)C1O)C2 (stereo not given)	-2.5	7%	31%[activator]	x	-0.3%	2%	i	-13%	-1%
C[N+](C)(N)CCOC(=O)C(O)(c1ccccc1)C1CCCCC1 (stereo not given)	-0.3	18%	1%	10%	-0.1%	23%	i	-10%	5%
CC(=NCC1CCCO1)c1c(O)n(Cc2ccccc2)c(=O)[nH]c1=O (stereo not given)	0.6	-2%	-8%	21%	-1.0%	0%	i	-1%	-4%
CCC1=Nc2cc(C(=O)N3CCC4(CC3)OCCO4)ccc2Sc2ccc(Br)cc21	-4.1	-15%	9%	-4%	0.1%	3%	u	-12%	6%
C[n+]1c(-c2ccccc2)cc(-c2ccc(O)cc2)cc1-c1ccccc1	-0.1	-2%	-16%	-2%	-0.4%	-12%	i	-1%	5%
Cc1ccccc1NC(=O)CCl	-0.8	-9%	u	-33%	u	-27%	u	x	4%
NC(Cc1ccc(Cl)cc1)c1csc(Nc2cnccn2)n1 (stereo not given)	5.4	x	-29%	x	-1.1%[9.22 µM]	-49%	u	u	10%
Cc1cccnc1NC1=NCC(C)S1 (stereo not given)	0.1	0%	0%	16%	4.4%	9%	i	2%	-6%
O=C(Nc1ccc2nc3n(c(=O)c2c1)CCCCC3)c1cccc(C(F)(F)F)c1	x	-17%	-18%	12µM*	5.1%	-19%	i	u	x
C[C@]12CCC(=O)CC1CCC1C2CC[C@]2(C)C(OC(=O)CCC(=O)O)CCC12 (stereo not given in full)	-3.2	-10%	3%	-17%	-0.4%	-22%	i	-2%	6%
CCOC(=O)C(NC(C)=O)C(OC(C)=O)c1cccc(N(CCCl)CCCl)c1 (stereo not given)	-0.7	0%	26%	-9%	-0.4%	2%	i	u	7%
FC(F)(F)c1cccc(C2NCc3ccccc3-n3cccc32)c1 (stereo not given)	-0.9	1%	0%	u	8.2%	-12%	i	-16%	18%
COC(=O)C1=C(c2cc3ccccc3o2)C[C@@H]2CC[C@H]1N2C(=O)NCc1ccccc1	0.6	-7%	u	-11%	3.9%	-21%	u	-13%	3%
COc1cccc(-n2c(O)c(C=NCCN3CCNCC3)c(=O)[nH]c2=S)c1	-0.6	-2%	25%	5%	0.4%	-3%	u	-11%	9%
O=C1CC(=O)N(c2ccc(Cl)cc2Cl)C(=O)N1	1.0	8%	20%	u	0.2%	3%	i	7%	6%
COc1ccc(OC)c(C(O)C2CCCCN2)c1 (stereo not given)	0.5	-15%	9%	-13%	0.0%	-9%	i	10%	0%

From PubChem BioAssay
